RMI-FANCM inh: blocks RMI1/RMI2 complex binding to FANCM MM2 peptide; Fluorescence polarization, RMI core complex with F-MM2 peptide; active compounds read low; FP signal (polarization) at 33 µM; 0.58% of 70,000 active; AID 1159607; in the data active = FP signal below about 40; also: inactives centre near 61; strong numbers were not always called active; unit not given here
The depositor's hits bear a star; & = joins results of further samples. These rows are one share of the data; count on the stated rates, not on these rows.

SMILES	RMI-FANCM inh
O=C(Nc1ccc(F)cc1)c1cc(-c2ccccc2)n(C2CCS(=O)(=O)C2)n1 (stereo not given)	56
CN(C1CC2C=CC1C2)S(=O)(=O)c1cc(Cl)sc1Cl (stereo not given)	58
Cc1nn(-c2ccccc2)nc1C(=O)N1CCCc2ccccc21	51
CCCNc1nc(SC)nc2c1cnn2CCNC(=O)Cc1ccc(OC)cc1	54
C#CCSc1nc2ccc([N+](=O)[O-])cc2s1	62
COc1ccc(NC(=O)CSc2ccc(NC(C)=O)nn2)cc1OC	69
COC(=O)c1ccccc1NC(=O)C1(c2cccs2)CCCC1	62
CCOC(=O)c1c(-c2ccc(OC)cc2)csc1NC(=O)CNCc1ccco1	75
CC(=O)N1CCc2c(sc(NC(=O)/C=C/c3ccc([N+](=O)[O-])cc3)c2C#N)C1	65
CN(C)c1cc(-c2cc(Cl)sc2Cl)oc(=O)c1Cl	65
COc1cc2c(cc1OC)C(c1ccccc1N)=NCC2	56
CCOC(=O)c1cn[nH]c1NC(=S)Nc1cccc(C(F)(F)F)c1	55
O=C(NCc1nnnn1-c1ccccc1)Nc1ccc2c(c1)OCO2	55
Cc1cccn2c(=O)c3cc(C(=O)NC(C)c4ccccc4)c(=N)n(CCc4ccccc4)c3nc12 (stereo not given)	50
Cc1cc(C)cc(-n2ccnc2SCC(=O)Nc2cccc(Cl)c2)c1	63
Nc1c(C(=O)NC2CCCC2)sc(=S)n1-c1ccc(Cl)cc1	65
CCn1c(SCC(=O)Nc2ccccc2C)nc2c(-c3ccccc3)csc2c1=O	79
Cc1ccc(-c2nc3ccccc3nc2NNC(=O)CCCC(=O)O)cc1	58
COc1ccc(OC)c(-n2c(CNC(=O)c3cccc([N+](=O)[O-])c3C)nnc2SCC(=O)Nc2ccc(F)cc2)c1	60
Nn1c(SCC(=O)Nc2cc(C(F)(F)F)ccc2Cl)nnc1-c1cccnc1	56
Clc1cccc(CSc2nnc(-c3ccncc3)o2)c1	52
CCc1c(C)nc(SCC(=O)Nc2nc3ccc(C)cc3s2)[nH]c1=O	55
COc1ccc(CCNC(=O)CSc2nc3ccccc3nc2C)cc1OC	64
O=C(O)c1cccc2c1C(=O)c1ccccc1-2	61
CC(=O)Nc1cccc(NC(=O)C(=O)NCC2CCN(Cc3cccs3)CC2)c1	68
O=C(/C=C/S(=O)(=O)c1ccc(Br)cc1)c1ccc(Cl)cc1	63
O=C(Cn1nnc(COc2ccccc2Cl)n1)NNC(=O)Nc1ccc(Cl)cc1	61
O=C(Nc1ccc(OC(F)(F)F)cc1)OCCSCC1COc2ccccc2O1 (stereo not given)	59
Fc1ccc(-n2nnnc2CCl)cc1	65
Cc1ccc(-c2ccc(C)cc2[N+](=O)[O-])c([N+](=O)[O-])c1	45
Cc1cc(C)c(Cn2nc(C(C)(C)C)cc2C(=O)NN2CCOCC2)c(C)c1	46
C[N+]1(C)CCCC(OC(=O)C(O)(c2ccccc2)c2ccccc2)C1 (stereo not given)	66&57&76
CCOC(=O)c1ncoc1-c1ccco1	50
O=C(Nc1nc2ccc(Cl)cc2s1)c1cccc([N+](=O)[O-])c1	70
CC1Nc2ncnn2C(c2ccccc2)C1C(=O)Nc1ccccc1 (stereo not given)	71
C=CCN1C(=S)N(c2ccc(C)cc2)C2CS(=O)(=O)CC21 (stereo not given)	62
CC1CCN(CC(O)COc2ccc(C(=O)c3ccc(Cl)cc3)cc2)CC1 (stereo not given)	77
COc1ccccc1-c1nnc2ccc(OCCNS(=O)(=O)c3ccccc3)nn12	72
Cc1cccc(NC(=O)CSc2ccc(NC(=O)c3cccs3)nn2)c1C	85
N#CCC(=O)NCC1CCCO1 (stereo not given)	51
Cc1ccc(N2CC(c3nc(-c4cccnc4)no3)CC2=O)cc1 (stereo not given)	63
COCCNC(=O)c1c(N)n(/N=C\c2cccc(OC)c2OC)c2nc3ccccc3nc12	88
N#Cc1ccc(Cl)nn1	65
Cc1cc(C)c(C(=O)N2CCOCC2)c(CC(C)(C)C(=O)O)c1	58
O=C(Nc1ccon1)C1(c2cccs2)CCCC1	63
CCOC(=O)/C(C#N)=C/c1ccc([N+](=O)[O-])s1	60
O=C(NCCc1csc2nc(-c3ccc(F)cc3)nn12)C(=O)Nc1ccccc1[N+](=O)[O-]	58
CC(C)n1c(SCC(=O)Nc2ccc(Cl)cc2)nc2cc(Cl)ccc21	62
CC(=O)Nc1ccc(SCC(=O)Nc2ccc(F)c(Cl)c2)nn1	71
O=S(=O)(c1ccc(F)cc1)N(Cc1ccc2c(c1)OCO2)c1ccc(F)cc1	55
COc1ccc(S(=O)(=O)NCCc2ccc(N3CCCC3)cc2)cc1OC	73
COc1ccc(-c2sc(N=Cc3ccc(N(C)CCC#N)cc3)c(C#N)c2C)cc1OC	59
CC1(C)COc2cc(NC(=O)c3cccc(C(F)(F)F)c3)ccc2NC1=O	63
Nc1n[nH]c(C(=O)N/N=C\c2cccs2)n1	59
O=C(NCCn1ncc2c(=O)n(Cc3ccc(Cl)cc3)cnc21)C1CC1	64
FC(F)(F)c1ccnc(Oc2ccc(/C=N\NC(=S)Nc3cc(Cl)ccc3Cl)cc2)n1	53
COc1ccc(OCC(O)CNC2CCN(c3ncnc4scc(-c5ccccc5)c34)CC2)cc1 (stereo not given)	69
Cc1nn(-c2ccccc2)nc1-c1nnc(-c2ccccc2)o1	48
O=C(Oc1cc(=O)n(-c2ccccc2)c2ccccc12)c1ccccc1	54
C=CCn1c(SCc2ccc3c(c2)OCO3)nc2scc(-c3ccco3)c2c1=O	80
Following part.
SMILES	RMI-FANCM inh
O=c1[nH]c2ccccc2c(=O)n1CCSc1ccc(Cl)cc1	56
O=S(=O)(NNc1nccc(-c2cccnc2)n1)c1ccccc1Cl	59
Cc1ccccc1OCC(=O)NCCCS(=O)(=O)N1CCN(c2ccc(F)cc2)CC1	63
O=C(Cc1cccs1)OCc1cc(-c2ccc(Cl)cc2)on1	55
CSc1cccc(C(=O)Nc2cc(C)no2)c1	66
O=[N+]([O-])c1ccc(-c2ccc(/C=N\Nc3ccccc3)o2)cc1	61
Cc1ccc(/C=C/S(=O)(=O)N2CCN(c3ccc4nncn4n3)CC2)cc1	66
Cc1cc(C)c(S(=O)(=O)NCc2ccc3c(c2)OCO3)cc1[N+](=O)[O-]	59
Cc1cccc(NC(=O)COc2cc(C(C)(C)C)nn2-c2nc(C)cc(C)n2)c1	69
CCCSc1nnc(NC(=O)C23CC4CC(CC(C4)C2)C3)s1	63
Cc1cc(N)c2ccccc2[n+]1CCCCCCCCCC[n+]1c(C)cc(N)c2ccccc21	66&61
S=c1nc(-c2ccccc2)n(-c2ccccc2)[nH]1	55
Cc1cc(NC(=O)C2CCCN2S(=O)(=O)c2ccc(Cl)cc2)n(C(C)C)n1 (stereo not given)	69
O=c1[nH]nc(-c2cccs2)cc1Cc1ccc(OCc2ccccc2)c(Cl)c1	60&60
Cc1ccc(C)c(CC(=O)Nc2nnc(-c3ccccc3)o2)c1	72

A second format for part of the listing above.
structure,RMI-FANCM inh
Cc1cc(C)c(S(=O)(=O)NCc2ccc3c(c2)OCO3)cc1[N+](=O)[O-],59
Cc1cccc(NC(=O)COc2cc(C(C)(C)C)nn2-c2nc(C)cc(C)n2)c1,69
CCCSc1nnc(NC(=O)C23CC4CC(CC(C4)C2)C3)s1,63
Cc1cc(N)c2ccccc2[n+]1CCCCCCCCCC[n+]1c(C)cc(N)c2ccccc21,66&61

(listing goes on)
SMILES	RMI-FANCM inh
COCCN1CCc2[nH]c(=S)[nH]c(=O)c2C1	58
C=C/C(C)=C/[C@@]1(C)SC(=O)C(C)=C1O	49
CCOc1ccc(-c2cccc(NC(=O)c3ccc(F)cc3F)c2)nn1	56
COc1ccc(C)cc1NC(=O)CSc1nc2c(c(=O)[nH]1)CN(Cc1ccccc1)CC2	62
O=C(C1CCCN1S(=O)(=O)c1cccs1)N(CCn1cccn1)c1nc2ccccc2s1 (stereo not given)	64
O=C1CCCN1CCl	59
COc1ccc(CCNS(=O)(=O)c2cc(C)ccc2C)cc1OC	76
CCn1cc(NC(=O)Nc2cccc(C(C)=O)c2)c2ccccc21	57
O=C(NCc1ccccn1)C(=O)NCc1cccs1	53
O=c1[nH]nc(SCc2cccc(Br)c2)n2nc(-c3ccco3)cc12	63
COc1cccc(NC(=O)C(=O)NCC(c2cccn2C)N2CCc3ccccc3C2)c1 (stereo not given)	67
CCOC(=O)OC(C)OC(=O)C1N2C(=O)C(NC(=O)[C@H](N)c3ccccc3)C2SC1(C)C (stereo not given in full)	54
CCS(=O)(=O)N1CCN=C1SCc1cccc2ccccc12	58
O=C(NCCC12CC3CC(CC(C3)C1)C2)c1ccc(S(=O)(=O)N2CCCCC2)cc1	67
CCOC(=O)c1c(C)nc2cc(C)ccn12	54

For reference, part of the list above.
SMILES	RMI-FANCM inh
O=c1[nH]nc(SCc2cccc(Br)c2)n2nc(-c3ccco3)cc12	63
COc1cccc(NC(=O)C(=O)NCC(c2cccn2C)N2CCc3ccccc3C2)c1 (stereo not given)	67
CCOC(=O)OC(C)OC(=O)C1N2C(=O)C(NC(=O)[C@H](N)c3ccccc3)C2SC1(C)C (stereo not given in full)	54
CCS(=O)(=O)N1CCN=C1SCc1cccc2ccccc12	58
O=C(NCCC12CC3CC(CC(C3)C1)C2)c1ccc(S(=O)(=O)N2CCCCC2)cc1	67
CCOC(=O)c1c(C)nc2cc(C)ccn12	54

The listing continues:
SMILES	RMI-FANCM inh
Cc1ccc2nc(N/N=C\c3ccc(Br)cc3)nc(-c3ccccc3)c2c1	56
CCOc1cc(C(=O)NCc2nnc(SCC(=O)N3CCc4ccccc43)n2-c2cc(OC)ccc2OC)cc(OCC)c1OCC	60
O=C(NCC1CCCO1)Nc1ccccc1F (stereo not given)	64
CC(C)CCNC(=O)CSc1nc2c(-c3ccccc3)c[nH]c2c(=O)n1C	89
CCn1nccc1C(=O)Nc1cc(-c2ccccc2)sc1C(=O)OC	68
CCc1ccc(NC(=O)CCCn2nc(-c3ccc(OC)c(OC)c3)ccc2=O)cc1	72
CC1CN(C(=O)Cn2cc(S(=O)(=O)Cc3cccc(Cl)c3)c3ccccc32)CC(C)O1 (stereo not given)	60
Cc1nc2c(=O)n(CC(=O)NCC3CCCO3)nc(-c3ccc(Cl)cc3)c2s1 (stereo not given)	56
CC(=O)N1CCN(c2nc3ccc(Cl)cc3s2)CC1	62
Cc1c(Cl)ccc2sc(=NC(=O)c3ccn(C)n3)n(C)c12	69
O=S(=O)(NCCc1ccccn1)c1cc(S(=O)(=O)c2ccccc2)cs1	54
CCCSc1ccc2nc(NC(=O)OC)[nH]c2c1	58&64&63
Cc1ccc(C(=O)Nc2ccc(SCC(=O)NCc3ccccc3)nn2)cc1	71
COc1ccc(-c2ccc(N3CCCC(C(=O)NCc4cccs4)C3)nn2)cc1 (stereo not given)	69
O=C(O)c1cccc(N2C(=O)C3C4CC(C(Br)C4Br)C3C2=O)c1 (stereo not given)	63

Exported with each value named: part of the list above
CCn1nccc1C(=O)Nc1cc(-c2ccccc2)sc1C(=O)OC
  RMI-FANCM inh: 68
CCc1ccc(NC(=O)CCCn2nc(-c3ccc(OC)c(OC)c3)ccc2=O)cc1
  RMI-FANCM inh: 72
CC1CN(C(=O)Cn2cc(S(=O)(=O)Cc3cccc(Cl)c3)c3ccccc32)CC(C)O1 (stereo not given)
  RMI-FANCM inh: 60

(next part)
SMILES	RMI-FANCM inh
CC(=O)Nc1ccc(SCCCC(=O)Nc2cc(C)no2)nn1	64
CC1CCC(C(C)C)C(OP(=O)(NCc2ccccc2)OC2CC(C)CCC2C(C)C)C1 (stereo not given)	60
COc1ccc(N2CCN(CCNC(=O)C(=O)Nc3ccc(F)c(F)c3)CC2)cc1	65
CCOc1ccc(-c2cn3c(CC(=O)N4CCOCC4)csc3n2)cc1	66
O=c1[nH]c2cccnc2c(=O)n1CCc1ccccc1	72
O=C(O)CC1SC(=O)N(c2ccccc2)C1=O (stereo not given)	57
NC1(C(=O)O)CCSCC1	56
CC1(C)CC(=O)c2cc3c(N)c(C(=O)Nc4ccccc4[N+](=O)[O-])sc3nc2C1	59
Cc1c(C(O)=C2C(=O)C(=O)N(CCCN(C)C)C2c2ccco2)cnn1-c1ccccc1 (stereo not given)	62
Cn1c(SCC(=O)NCc2ccc(F)cc2)nc2c(-c3ccccc3)c[nH]c2c1=O	96
COc1ccc(/C=C\C(=O)OCn2nnc3ccccc3c2=O)cc1OC	60
Cc1cc(C)n2nc(-c3ccccc3)cc2n1	54
Cc1nc(N)[nH]c(=O)c1Cc1c(Cl)cccc1Cl	60
O=[N+]([O-])c1ccc(N2CCN(C(=S)NC3Cc4ccccc4C3)CC2)cc1	63
Cc1oc(-c2ccc(Cl)cc2Cl)cc1C(=O)NCCO	61
Cc1ccc(CNC(=O)CCc2nc3sc4c(c3c(=O)[nH]2)CCCCC4)o1	115
CN(C(=O)Nc1ccccc1)n1cnc2ccsc2c1=O	54
Cc1ccc(-n2nnnc2C/C=N\Nc2ccc(Cl)cc2)cc1	55
O=C(Nc1ccc(SCCCC(=O)N2CCN(c3ccc(F)cc3)CC2)nn1)C1CC1	67
CN(C)C(=O)NC1c2ccccc2-c2ccccc21	58
Cc1ccc(S(=O)(=O)c2ccc(C(=O)N3CCN(Cc4ccc5c(c4)OCO5)CC3)cn2)cc1C	56&60
COC(=O)C1=C(N)CCS1	53
COc1ccc(N2CCN(C(CNC(=O)C(=O)NCc3cccs3)c3ccco3)CC2)cc1 (stereo not given)	54
CCOc1ccc(NC(=S)NNC(=O)c2ccc(Br)cc2)cc1	58
O=S(=O)(c1cccc(Cl)c1)N1CCN(c2ccc(-c3ccccc3)nn2)CC1	77
Cc1ccc(C)c2sc(NCc3ccccn3)nc12	65
COc1cc2c(cc1OC)C1c3ccccc3NC(=O)CN1CC2 (stereo not given)	55
Cc1ccc(C)c2c(=O)cc[nH]c12	60
COC(=O)c1ccc(NC(=O)CN2CCN(Cc3nc(C(C)(C)C)cs3)CC2)cc1	61
CCn1nccc1C(=O)Nc1ccc2c(c1)C(=O)NC2=O	68
O=C(NCc1ccccc1)N1CCN(c2ccccc2)CC1	66
CC(=O)c1sc(N2CCOCC2)nc1C	62
CCSc1nnc(NC(=O)CCc2c(C)nn(-c3nc(C)cc(=O)[nH]3)c2C)s1	62
NCCn1ncc2c(N3CCCC3)ncnc21	67

Source: PubChem BioAssay
